FEN1 inh = blocks human flap endonuclease 1. P39748. Recombinant FEN1 flap cleavage, fluorescence, 15 min. Potency, µM (top dose mostly 114 µM), without a hit: top-dose activity change, negative = inhibition, actives largely listed as inhibitors. 0.35% of 390,000 active. AID 588795; note: nearly all actives have a fitted effect of over 65% in size
Target sequence (P39748 whole entry, looked up): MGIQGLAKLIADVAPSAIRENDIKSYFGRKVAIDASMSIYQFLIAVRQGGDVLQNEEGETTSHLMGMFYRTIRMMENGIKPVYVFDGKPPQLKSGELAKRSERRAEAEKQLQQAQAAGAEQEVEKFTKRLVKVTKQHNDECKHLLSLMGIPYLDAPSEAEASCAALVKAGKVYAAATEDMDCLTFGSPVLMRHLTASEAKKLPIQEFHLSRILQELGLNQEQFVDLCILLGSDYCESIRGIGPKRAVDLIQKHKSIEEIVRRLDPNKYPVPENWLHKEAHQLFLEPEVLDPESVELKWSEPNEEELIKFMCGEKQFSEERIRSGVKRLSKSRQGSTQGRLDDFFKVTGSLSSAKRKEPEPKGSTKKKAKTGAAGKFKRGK
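Quantitative HTS format: each compound was titrated, incubated with 10 nM nuclease for 15 min at room temperature, then challenged with flap substrate at 50 nM final. Signal change over 15 min gave concentration–effect curves.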
N370S GC = inhibits or activates N370S mutant glucocerebrosidase. P04062. N370S GC spleen homogenate, 4MU-glucoside fluorescence. Potency, µM (highest dose often 59.4 µM), without a hit: at the highest dose activity change, negative = inhibition, hits mostly inhibitors. 0.092% of 330,000 active;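 note: 0% = full enzyme activity and -100% = no enzyme basal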
DT40 TDP1 CPT = growth inhibition of DT40 Tdp1-/-;hTDP1 cells with camptothecin (screen for TDP1 inhibitors) | Potency, µM (highest dose often 46.2 µM), inactives show at the top dose activity change, negative = growth inhibition, hits mostly inhibitors | 12% of 420,000 active | chicken DT40 Tdp1-/-;hTDP1 cells + 20 nM CPT, ATP luminescence, 48 h; note: nearly all actives have a fitted effect of over 55% in size
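Cell growth measured by CellTiter-Glo luminescence after a minimum 48 h, 37 C compound exposure with 20 nM CPT in Tdp1-knockout DT40 cells stably expressing hTDP1, seeded 400/well; qHTS titration format.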
Active calls of the source: *; u = inconclusive; x = no result given; & = joins results of further samples; [ ] = remark or other dose. Calls come from the whole dose curve; as a rule, active = well fitted curve in the direction sought with a large enough effect; inconclusive = small, poorly fitted or top-dose-only effect, or another doubt; inactive = no such curve, though single readings can be large; an effect the other way counts as inactive or inconclusive. Unless noted, % is set by controls: 0 for no effect and ±100 for the full control effect; potency is the fitted concentration of half-maximal effect. These rows are one share of the data, so the mix of outcomes need not match the whole.

SMILES | FEN1 inh | N370S GC | DT40 TDP1 CPT
COC(=O)C1=C(c2ccc(OC)c(OC)c2)C[C@@H]2CC[C@H]1N2C(=O)NCCCOC(C)C | 1% | x | 3%
COC(=O)C1=C(c2ccc(OC(F)(F)F)cc2)C[C@@H]2CC[C@H]1N2C(=O)NC1CC1 | -11% | x | 21µM*
CC(C)c1cccc(C(C)C)c1OCCn1ccnc1 | -4% | 0% | u
COC(=O)C1=C(c2cc3ccccc3o2)C[C@@H]2CC[C@H]1N2C(=O)N1CCC(O)CC1 | 7% | x | u
CN1C(=O)NC(=O)/C(=C/c2ccc([N+](=O)[O-])s2)C1=O | u | -17% | 4.1µM*
O=c1[nH]c(=S)[nH]c(O)c1N=Nc1ccc(S(=O)(=O)N2CCOCC2)cc1 | -4% | -8% | 17%
Cc1c(N=Cc2c(O)n(Cc3ccco3)c(=O)[nH]c2=O)c(=O)n(-c2ccccc2)n1C | -13% | 0% | -8%
CC(=O)N(C1=NCCCS1)c1ccc(Cl)cc1 | -2% | 10% | -23%
Cc1ccc(-c2cc(-c3ccc(C)cc3)[n+](-c3ccc(C(=O)O)cc3)c(-c3ccc(C)cc3)c2)cc1 | 6% | -6% | -15%
Cc1ccc(C2CC(=O)C(C=NCCN3CCN(C(=O)Cc4ccccc4)CC3)=C(O)C2)cc1 (stereo not drawn) | 1% | 7% | -14%
O=C(CCn1nc(-c2ccc(Cl)cc2)ccc1=O)N1CCC2(CC1)OCCO2 | -9% | 0% | -17%
COc1ccc(C(CNC(=O)c2ccc3c(c2)CCC3)N(C)C)cc1 (stereo not drawn) | -2% | -1% | u
CC(=O)C1(c2ccccc2)CCNCC1 | 7% | -15% | -14%
CN(C)CC#CCC(O)(c1ccccc1)C1CCCC1 (stereo not drawn) | -6% | -10% | -10%
CC(C)C(=O)N1CCN(CCN=Cc2c(O)n(C)c(=O)n(C)c2=O)CC1 | -14% | 0% | 6%
COc1cc(OC)c(OC)cc1CNCCc1ccc(F)cc1 | -9% | -6% | u
CCN[C@@H](C)Cc1cccc(C(F)(F)F)c1 | 6% | x | 0%
c1ccc2c(NC3=NCCS3)cccc2c1 | 2% | 4% | -2%
Cc1ccsc1C(=O)C1CCCN(Cc2c(C)nn(C(C)C)c2C)C1 (stereo not drawn) | -3% | -6% | -15%
CC(c1ccccc1)n1cncc1C(=O)N1CCCC1=O (stereo not drawn) | -13% | -10% | u
Cc1ccccc1-n1c(O)c(/C=N/c2nccs2)c(=O)[nH]c1=O | -9%&-4% | 11%&11% | 4%&-7%
CC(=O)c1cn(Cc2ccccc2C#N)c2ccccc12 | -7% | 10% | 2.1µM*
N#Cc1ccc(C(=O)N2CCN(c3nc4ccc(F)cc4s3)CC2)cc1 | -5% | x | 2.3µM*
COc1ccc2nc(NC3=NCCN3)sc2c1 | -20% | 4% | 4%
COc1cc([C@@H]2c3cc4c(cc3[C@H](O)[C@H]3COC(=O)[C@H]23)OCO4)cc(OC)c1OC | -14%&17% | 10%&-2%&-18%&-5% | 0.15µM*
CCOC(C(=O)OCCC[N+](C)(CC)CC)(c1ccccc1)c1ccccc1 | -1% | 4% | -26%
CC(=O)Nc1ccccc1C(=O)OCc1ccc(F)cc1 | -14% | 12% | -6%
O=C(CCc1ccc(O)cc1)N1C[C@H]2C[C@@H](C1)c1cccc(=O)n1C2 | -1% | 0% | 6%
COC(=O)C1=C(c2ccc(F)cc2OCc2ccccc2)C[C@@H]2CC[C@H]1N2C(=O)NCCOc1ccc(OC)cc1 | 2% | x | u
O=C(NCCc1ccccc1)[C@@H]1CC=C[C@@H]2CCN(Cc3ccc(Cl)c(Cl)c3)C(=O)[C@@H]21 | u | x | 4µM*
COc1ccc(OC)c(C(O)C(C)N)c1 (stereo not drawn) | 2% | 18%&2%&-2% | 10%
COC(=O)C1=C(c2cccc(C#N)c2)C[C@@H]2CC[C@H]1N2C(=O)NC1CCCCC1 | -10% | x | u
CCOc1cc(N2CCOCC2)c(OCC)cc1NC(=O)C1=NN(c2cccc(C)c2)C(=O)CC1 | 6% | -13% | u
CCCCCn1c(CN2CCN(C(=O)OCC)CC2)nc2c1c(=O)n(C)c(=O)n2C | -16% | x | u
CC1CN=C(NCc2ccccc2Cl)S1 (stereo not drawn) | -8% | -5% | -4%
OC(C#CCN1CCOCC1)(c1ccccc1)C1CCCC1 (stereo not drawn) | 8% | 12% | 3%
O=C(CNS(=O)(=O)c1ccc(Br)s1)N1CCC2(CC1)OCCO2 | 1% | 10% | 1%
O=C(Nc1ccc(OC(F)(F)F)cc1)Oc1ccccc1N1CCCCC1 | 14% | 1% | u
CCc1ccc2c(c1)Sc1ccccc1CC2N1CCN(C)CC1 (stereo not drawn) | -12% | x | u
O=C(CN1CCOCC1)c1cccc2ccccc12 | 4% | -6% | -24%

In the list so far, these contain a furan ring, fused or not:
SMILES | FEN1 inh | N370S GC | DT40 TDP1 CPT
COC(=O)C1=C(c2cc3ccccc3o2)C[C@@H]2CC[C@H]1N2C(=O)N1CCC(O)CC1 | 7% | x | u
Cc1c(N=Cc2c(O)n(Cc3ccco3)c(=O)[nH]c2=O)c(=O)n(-c2ccccc2)n1C | -13% | 0% | -8%

(cont.)
SMILES | FEN1 inh | N370S GC | DT40 TDP1 CPT
O=C(c1cn(Cc2ccccc2)c2ccccc12)N1CCCCC1 | -19% | 18% | -12%
CC(C)c1ccc(C2NCc3ccccc3-n3cccc32)cc1 (stereo not drawn) | -1% | -19% | u
CC(C)C[C@H]1CNC(=S)N1CC1CCN(CC2CCC(C(C)(C)C)CC2)CC1 (stereo partly drawn) | u | x | 16µM*
Cc1ccc(C)c(N2CCN(C(=O)CCNS(=O)(=O)c3ccc4c(c3)oc(=O)n4C)CC2)c1 | -9% | -13% | u
CCCCn1c(=O)c(C(=O)Nc2ccccc2N)c(O)c2ccccc21 | -4% | 1% | u
Cc1cccc(NC(=O)C(C)N2CC=C(c3ccccc3)CC2)c1 (stereo not drawn) | 1% | 4% | u
CC1CC=CCC12C(=O)NC(=S)NC2=O (stereo not drawn) | -2% | x | -9%
c1cc(OCCN2CC2)ccn1 | 9% | x | 3.3µM*
O=c1[nH]c(=O)n(C2CCCCC2)c(O)c1C1NCCc2ccccc21 (stereo not drawn) | -12% | -7% | 19%
C=C(CC1CC(O)[C@]2(C)OC3CC4OC5C[C@]6(C)O[C@]7(C)CCC8OC9C[C@]%10(C)OC%11C(C)=CC(=O)OC%11CC%10OC9C[C@@H](C)C8OC7CC6O[C@]5(C)C/C=C\C4OC3CC2O1)C(=O)O (stereo partly drawn) | -7% | -6% | u
CC1(C)C(O)CC(O)[C@]2(C)C1CC(O)[C@]1(C)C2CC[C@@]2(C)C(c3ccoc3)OC(=O)C3O[C@]312 (stereo partly drawn) | x | 3% | u
CCOc1ccccc1-n1c(O)c(C=NCCCn2ccnc2)c(=O)[nH]c1=O | 2% | -4% | 2%
COc1cc(C)cc2oc(=O)c(CC(=O)N3C[C@H]4C[C@@H](C3)c3cccc(=O)n3C4)c(C)c12 | 12% | 17% | 14%
Cc1nc2ccccc2c(=O)n1-c1ccccn1 | -1% | 5% | -4%
c1cc2c(cc1NC1=NCCO1)CCCC2 | -8% | x | 18µM*
CCOC(=O)c1c(C)[nH]c(C(=O)C(Cc2ccccc2)N(C)C)c1C (stereo not drawn) | -2% | -27% | u
C[C@]12CC[C@@H](O)CC1=CCC1C2CC[C@@]2(C)C1CC[C@@H]2N (stereo partly drawn) | -2% | x | u
CCN(CC)CCNC(=O)c1c(O)c2ccccc2n(Cc2ccccc2)c1=O | 1% | u | 18µM*
O=C1CC(c2ccccc2)CN1 (stereo not drawn) | 5% | 2% | 2%
CCC(=NCc1ccco1)c1c(O)n(C2CCCCC2)c(=O)[nH]c1=O | -7% | u | 23µM*
Cc1cccc(N2CCN(C(=O)c3ccc(CNc4c(N5CCC(C)CC5)c(=O)c4=O)cc3)CC2)c1C | -3% | -9% | u
O=[N+]([O-])c1ccccc1-c1cc(-c2ccccc2)cc(-c2ccccc2)[n+]1Cc1ccccc1Cl | -21% | -20% | 0.65µM*
Cc1ccc(C2C(S(C)(=O)=O)=C(O)C(=O)N2c2ccccc2)cc1 (stereo not drawn) (tested in a mixture with another compound) | -8% | 5% | 5%
c1ccc(C(CN2CCCCC2)c2ccccc2)cc1 | 11% | x | 0%
CCC(=NCCCN(C)C)c1c(O)n(-c2ccc(OC)cc2)c(=O)[nH]c1=O | 8% | -2% | -11%
CN(C(=O)Oc1ccc(C(C)(C)C)cc1)c1ccccc1 | 9% | 15% | -16%
COc1ccc(C2SCC(=O)Nc3c2c(C)nn3C2CCOC(C)(C)C2)cc1 (stereo not drawn) | -5% | -2% | -11%
CC(C)c1ccc(OCC(=O)N2CCN(CCc3ccccn3)CC2)cc1 | 2% | x | -28%
COc1ccc(CC2(CCc3ccncc3)C(=O)NC(=O)NC2=O)cc1OC | 15% | 0% | -18%
COc1ccccc1Cn1c(SCC#N)nc2cc(C(=O)N3CCC4(CC3)OCCO4)ccc2c1=O | 7% | -9% | 0%
Cn1c(O)c(C=NCc2ccco2)c(=O)n(C)c1=O | -15% | 5% | -3%
C=CCn1c(O)c(C=NCCN(C)C)c(=O)[nH]c1=O | -2% | 1% | -4%
Cc1ccc(S(=O)(=O)N2Cc3cnnn3-c3ccccc3C2C#N)cc1 (stereo not drawn) | -3% | x | -1%
CC(=O)c1cc(C#N)c(N2CCN(C)CC2)nc1C | 0% | -8% | 15%
CN(C)P(=O)(N(C)C)N1CC1 | 2% | x | -16%
O=C1C2CCCC1C(N1CCCC1)CC2 (stereo not drawn) | 13% | 7% | 45%[activator]
O=C(COC(=O)Cc1ccccc1)Nc1cccnc1Cl | -2% | -5% | -19%
CC1=C(C(=O)O)N2C(=O)C(NC(=O)CCCC(=O)O)C2SC1 (stereo not drawn) | -5% | -7% | 4%
CCc1ccc(N2C(=O)NC(=O)C(Cc3ccc(OC)cc3OC)C2=O)cc1 (stereo not drawn) | 6% | x | -1%
CC(OC(=O)COc1ccc(Nc2ccccc2)cc1)C(=O)N(C)c1ccccc1 (stereo not drawn) | -14% | -10% | u
N=Cc1c(O)n(-c2ccccc2)c(=O)n(-c2ccccc2)c1=O | 14% | 20% | -4%
COc1ccc2[nH]c3c(c2c1)CCNC3C (stereo not drawn) | 1% | -14%&-3% | 23%&12%
O=c1[nH]c(=O)n(Cc2ccc(F)cc2)c(O)c1C=NCCCN1CCOCC1 | -2% | 5% | -2%
CC12CN3CC(C)(CN(C1)C3c1cccnc1)C2=O (stereo not drawn) | 1% | -5% | 7%
C[C@H](CO)N1C[C@H](C)[C@@H](CN(C)S(=O)(=O)c2cccs2)Oc2ccc(NC(=O)Nc3ccc4c(c3)OCO4)cc2C1=O | 11% | x | 21µM*
O=c1cccc2n1CC1CC2CN2CCCCC12 (stereo not drawn) | x | 2% | 4%
O=C(Cc1ccccc1)Oc1cccc(N2C(=O)CCC2=O)c1 | -11% | -1% | 4%
Cc1cccc(CS(=O)(=O)Cc2ccc(C(=O)N3CCC4(CC3)OCCO4)o2)c1 | -1% | 12% | u

Of the compounds above, 15 have a halogen:
SMILES | FEN1 inh | N370S GC | DT40 TDP1 CPT
COC(=O)C1=C(c2ccc(OC(F)(F)F)cc2)C[C@@H]2CC[C@H]1N2C(=O)NC1CC1 | -11% | x | 21µM*
CC(=O)N(C1=NCCCS1)c1ccc(Cl)cc1 | -2% | 10% | -23%
O=C(CCn1nc(-c2ccc(Cl)cc2)ccc1=O)N1CCC2(CC1)OCCO2 | -9% | 0% | -17%
COc1cc(OC)c(OC)cc1CNCCc1ccc(F)cc1 | -9% | -6% | u
CCN[C@@H](C)Cc1cccc(C(F)(F)F)c1 | 6% | x | 0%
N#Cc1ccc(C(=O)N2CCN(c3nc4ccc(F)cc4s3)CC2)cc1 | -5% | x | 2.3µM*
CC(=O)Nc1ccccc1C(=O)OCc1ccc(F)cc1 | -14% | 12% | -6%
COC(=O)C1=C(c2ccc(F)cc2OCc2ccccc2)C[C@@H]2CC[C@H]1N2C(=O)NCCOc1ccc(OC)cc1 | 2% | x | u
O=C(NCCc1ccccc1)[C@@H]1CC=C[C@@H]2CCN(Cc3ccc(Cl)c(Cl)c3)C(=O)[C@@H]21 | u | x | 4µM*
CC1CN=C(NCc2ccccc2Cl)S1 (stereo not drawn) | -8% | -5% | -4%
O=C(CNS(=O)(=O)c1ccc(Br)s1)N1CCC2(CC1)OCCO2 | 1% | 10% | 1%
O=C(Nc1ccc(OC(F)(F)F)cc1)Oc1ccccc1N1CCCCC1 | 14% | 1% | u
O=[N+]([O-])c1ccccc1-c1cc(-c2ccccc2)cc(-c2ccccc2)[n+]1Cc1ccccc1Cl | -21% | -20% | 0.65µM*
O=C(COC(=O)Cc1ccccc1)Nc1cccnc1Cl | -2% | -5% | -19%
O=c1[nH]c(=O)n(Cc2ccc(F)cc2)c(O)c1C=NCCCN1CCOCC1 | -2% | 5% | -2%

Screening data (PubChem)
